TEAD-YAP inh = TEAD-YAP interaction inhibition, primary screen, TEAD-YAP interaction inhibitor project, luminescence, HEK-TIYL cells; TEAD-Gal4/YAP UAS-luciferase luminescence; inhibition, % at 9.12 µM; 640,000 tested, 1.4% active; in the data active means inhibition above about 32%;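 further: 0% = median of test compound wells and 100% = reference inhibitor wells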
GPR151 ag = activators of human GPR151, primary screen, cell-based, PathHunter beta-arrestin, luminescence; G-protein coupled receptor 151 (Homo sapiens), Q8TDV0; PathHunter beta-arrestin GPR151 cells; activation, % at 11.2 µM; 650,000 tested, 1% active; AID 1508602, 2020; in the data active means activation above about 4.9%;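 further: 0% = median of compound wells and 100% = cells with positive control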
MITF inh = MITF inhibitors, primary screen, biochemical, AlphaScreen, human | AID 1259374, 2018 | inhibition, % at 2.6 µM | AlphaScreen MITF homodimerization, bead proximity signal | 650,000 tested, 0.91% active | Microphthalmia-associated transcription factor (Homo sapiens), O75030; in the data active means inhibition above about 50%;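 further: 0% = vehicle wells with protein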
FBW7 activator = FBW7 E3 ligase activators, primary screen, biochemical, AlphaScreen, human. F-box/WD repeat-containing protein 7 (Homo sapiens), Q969H0. AlphaScreen FBW7–phospho-cyclin E peptide binding, activator screen. normalized activity (activation), % at 26.1 µM. 650,000 tested, 0.13% active; in the data active means normalized activity above about 1.9%;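 further: purified mutant Fbw7 with reduced substrate affinity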
Target sequence (Q969H0 whole entry, looked up): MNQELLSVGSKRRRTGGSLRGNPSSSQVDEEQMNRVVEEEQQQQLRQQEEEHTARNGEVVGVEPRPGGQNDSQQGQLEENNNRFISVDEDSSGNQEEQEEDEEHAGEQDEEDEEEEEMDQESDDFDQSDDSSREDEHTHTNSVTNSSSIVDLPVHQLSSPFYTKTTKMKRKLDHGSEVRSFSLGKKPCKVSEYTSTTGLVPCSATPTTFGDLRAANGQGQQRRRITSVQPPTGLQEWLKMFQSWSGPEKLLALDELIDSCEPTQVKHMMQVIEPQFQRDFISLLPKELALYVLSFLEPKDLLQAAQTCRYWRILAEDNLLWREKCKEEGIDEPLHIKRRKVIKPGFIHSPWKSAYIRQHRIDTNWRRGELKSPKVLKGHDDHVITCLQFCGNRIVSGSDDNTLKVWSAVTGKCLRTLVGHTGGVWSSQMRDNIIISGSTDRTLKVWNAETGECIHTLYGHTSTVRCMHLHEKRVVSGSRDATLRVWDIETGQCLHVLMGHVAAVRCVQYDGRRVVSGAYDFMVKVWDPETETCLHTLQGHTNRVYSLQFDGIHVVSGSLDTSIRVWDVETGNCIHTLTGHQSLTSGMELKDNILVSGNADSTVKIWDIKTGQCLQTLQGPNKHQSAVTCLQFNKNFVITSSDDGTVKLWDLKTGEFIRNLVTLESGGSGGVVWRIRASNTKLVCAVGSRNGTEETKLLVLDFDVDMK
Starred values were filed as active, the others as inactive; & = joins results of further samples. No enrichment for hits (roughly 3.4% active in at least one column).

SMILES | TEAD-YAP inh | GPR151 ag | MITF inh | FBW7 activator
Cc1ccc(-c2nnc(Nc3ccc(OC(F)(F)F)cc3)c3ccccc23)cc1S(=O)(=O)N1CCCCC1 | 3 | -1.0 | 18 | 0.3
Cc1ccc(-c2nn(CN3CCCc4ccccc43)c(=S)n2-c2ccccc2)cc1 | 49* | 0.9 | 14 | 0.0
COCCn1c(=S)[nH]c2cc(C(=O)NC3CCCCC3)ccc2c1=O | 1 | -1.4 | -15 | -0.2
Cc1ccc(-c2nnc(Nc3ccc(OC(F)(F)F)cc3)c3ccccc23)cc1S(=O)(=O)NC(C)(C)C | -12 | 0.1 | 25 | 0.2
CC(=O)c1nnn(-c2ccc(F)cc2)c1NC1CS(=O)(=O)CC1O (stereo not drawn) | -1 | -0.5 | 13 | 0.1
O=C(CSc1nc2ccccc2c(=O)n1C1CCCCC1)Nc1ccccc1Cl | -10 | -0.1 | 7 | 1.0
CCc1ccc(-n2c(=S)sc3c(=O)[nH]c(SCc4ccc(C)cc4C)nc32)cc1 | 7 | 0.8 | 1 | 0.0
Cc1ccccc1N1CCN(Cc2cccc(C(=O)O)c2)CC1 | 8 | -0.8 | 7 | 0.2
CCc1ccc(NC(=O)c2cc(S(=O)(=O)N3CCN(c4cccc(Cl)c4)CC3)ccc2F)cc1 | 0 | -0.4 | -13 | -0.1
COc1ccc(CNC(=O)CCCc2nc3ccccc3c(=O)[nH]2)cc1 | -2 | 6.3* | -3 | 0.3
COc1ccccc1CNc1cc(C)ccc1OC | -2 | 0.4 | 62* | 0.0
O=c1cc(CSc2nc(NCC3CCCO3)c3ccccc3n2)nc2ccccn12 (stereo not drawn) | 0 | 0.7 | -1 | 0.2
CCC(=O)OCCNc1cc(SC(C)C)c2nonc2c1[N+](=O)[O-] | -8 | -0.7 | 16 | 0.1
O=C(CCCn1nnc2ccccc2c1=O)NC1CCCC1 | -4 | 1.5 | -1 | 0.2
CNC1CC(=O)N(C2CCCCC2)C1=O (stereo not drawn) | 3 | 0.4 | 7 | 0.0
COCCN(CCOC)C(=O)CSc1nnc2c3ccccc3n(C)c2n1 | 7 | -0.5 | -19 | -0.1
COc1cccc2c1OC1(CCN(C(=O)Nc3cccc(C(F)(F)F)c3)CC1)OC2 | 1 | -0.3 | 5 | 0.2
O=C1CC(c2ccccc2)c2cc(Br)ccc2O1 (stereo not drawn) | 12 | -1.1 | 10 | 0.1
CC(=O)N(Cc1cc2cc(C)c(C)cc2n2nnnc12)C1CCCCC1 | 0 | 0.5 | -1 | 0.0
O=C(CSc1nnc2c3ccccc3n(CCc3ccccc3)c2n1)N1CCOCC1 | 0 | 1.5 | 2 | -0.2
CSc1nc(-c2ccccc2)c(NC(=O)C2CC2)s1 | 10 | -1.4 | 0 | -0.3
CCOC(=O)c1sc(NC(=O)C(C)Sc2nnc(CNC(=O)c3ccccc3F)n2-c2ccccc2OC)c(C(=O)OCC)c1C (stereo not drawn) | 9 | -0.6 | 4 | 0.3
C=CC[n+]1c(-c2ccc(OC)cc2)csc1Nc1cccc2ccccc12 | 13 | -0.1 | 23 | 1.1
Cc1ccc(NC(=O)Cn2cnc3sc(C(=O)Nc4cnc5ccccc5c4)c(C)c3c2=O)cc1Cl | 0 | -0.8 | -15 | 0.1
Nc1nc2ccc3c(c2s1)CCCC3 | -22 | -0.9 | -20 | 0.1
C#CCN(C)C(=O)c1c(C)nc2sccn12 | 10 | 0.0 | 19 | 1.9*
Cc1ccc(C)c(NS(=O)(=O)c2cc(C(N)=O)ccc2C)c1 | -1 | -0.8 | -12 | -0.3
O=c1oc2c(Br)cc(Br)cc2cc1-c1nc(-c2cccs2)cs1 | 3 | 0.1 | -1 | 0.1
O=C(NCC12CC3CC(C1)CC(CNC(=O)c1ccc(Cl)cc1Cl)(C3)C2)c1ccc(Cl)cc1Cl | -5 | -0.6 | 14 | 0.2
COc1ccc(CC(=O)Nc2cc(Cl)c(Cl)cc2Cl)cc1 | -1 | -1.0 | 8 | 0.2
Cn1c(COc2cccc3ccccc23)c(C#N)c2ccccc21 | -23 | 0.5 | -4 | 0.0
CCC(C)NC(=O)CSCc1nc(-c2ccc(OC)cc2)oc1C (stereo not drawn) | 12 | -0.9 | -7 | 0.0
Cc1c(OC(=O)N2CCOCC2)ccc2c(=O)c(-c3nc4ccccc4s3)coc12 | -7 | -1.0 | 12 | 0.0
COc1ccccc1NC(=O)CSc1nc2ccsc2c(=O)n1CCc1ccc(OC)c(OC)c1 | -13 | -0.8 | 19 | 0.7
Cc1ccc(N2C(=O)CSC23C(=O)Nc2ccccc23)cc1C (stereo not drawn) | 6 | 0.5 | -2 | -1.4
COc1ccccc1N1CCN(C2CCCN(C(=O)NCc3ccccc3)C2)CC1 (stereo not drawn) | -3 | -0.5 | -5 | 0.0
CN1/C(=C/C=N/NC(=O)c2ccc([N+](=O)[O-])cc2)C(C)(C)c2ccccc21 | 0 | -1.5 | 23 | -0.2
O=C(/C=C/c1ccc(O)c(O)c1)OCCc1ccccc1 | -14&-7 | 1.6&0.1&-0.4 | -7&12&-19 | -0.2&-0.2
Cc1cccc(C)c1OCCOCC(O)CN1CCN(Cc2ccc3c(c2)OCO3)CC1 (stereo not drawn) | 4 | 0.7 | -9 | 0.0
COc1ccc(OC)c(-n2c(CNC(=O)c3ccco3)nnc2SCC(=O)N2CCc3ccccc32)c1 | 0 | -0.4 | 13 | 0.0
O=C(CCS(=O)(=O)c1ccc2ccccc2c1)N1CCOCC1 | 7 | 1.3 | -6 | -0.1
COc1ccc(OC)c(C2C(C#N)=C(N)OC3=C2C(=O)CC(C)(C)C3)c1 (stereo not drawn) | 4 | -0.8 | 8 | 0.0
c1ccc(OCC2=NNC(COc3ccccc3)=NN2)cc1 | -2 | -0.6 | -6 | 0.0
CCn1c(CSc2nc3ccccc3s2)nnc1SCC(=O)NC(C)C | -2 | -0.7 | -12 | -0.2
CC(C)CN1Cc2cccc(C(=O)N3CCC4(CC3)NC(=O)c3ccccc3O4)c2C1=O | 13 | 0.9 | 3 | 0.0
O=C(c1nc2ccccn2c1CNCCCc1ccccc1)N1CCOCC1 | 5 | -1.1 | 1 | -0.1
Cc1cc(=O)[nH]c(-n2nc(C)c(CCC(=O)NCCc3ccccc3)c2C)n1 | -2 | -0.9 | 21 | -0.8
Cc1cc(C)cc(NC(=S)NC2CC(C)(C)NC(C)(C)C2)c1 | -11 | -0.4 | -10 | -0.2
CCOc1ccc(-n2nc(C(=O)NCCCN(CC)Cc3ccccc3)c3ccccc3c2=O)cc1 | -1 | 0.2 | 1 | 0.1
O=C(Nc1nc2c(s1)CCCC2C(=O)NC1CC1)c1ccccc1 (stereo not drawn) | -2 | -0.8 | 1 | 0.0
C/C(=N\N)c1nnn(-c2nonc2N)c1C | -10 | -0.6 | -15 | -0.1
Cc1cccc(NC(=O)c2ccc(N3C(=O)C4C5C=CC(C6CC56)C4C3=O)cc2)c1 (stereo not drawn) | -9 | -1.1 | -12 | 0.0
CCOC(=O)c1nc(Nc2ccc(C)c(F)c2)c2ccccc2n1 | 8 | -0.4 | -10 | 0.1
CC1CN(c2[nH]c(=O)n(C)c(=O)c2Cc2cccc(C(F)(F)F)c2)CC(C)O1 (stereo not drawn) | -11 | 0.1 | 11 | -0.1
COc1ccc(-n2nc(C(=O)N3CCN(c4ccccc4F)CC3)c3ccccc3c2=O)cc1 | 0 | 1.8 | 4 | -0.1
CCOc1ccc(NC(=O)C(=O)N/N=C/c2cccc(OC)c2O)cc1 | -2 | -0.6 | 4 | -0.3
O=C(CCOc1ccccc1)Nc1cnn(CC(=O)N2CCCC2c2ccc(F)cc2)c1 (stereo not drawn) | 7 | -0.7 | -19 | -0.1
COc1ccccc1N1CCN(C(=O)CCCNC(=O)Cn2cnc3sc4c(c3c2=O)CCCC4)CC1 | 13 | -0.8 | 14 | 0.2
Cc1cc(C)cc(C(=O)N2CCN(c3ccccc3)CC2)c1 | 7 | 2.9 | -14 | -0.2
CC(C)(C)NC(=O)Cn1nnc(-c2cccc(C(F)(F)F)c2)n1 | -2 | -2.1 | 1 | 1.0
Other compounds.
SMILES | TEAD-YAP inh | GPR151 ag | MITF inh | FBW7 activator
CCc1cc(C(=O)Cc2cc3c(cc2C)OCCO3)c(O)cc1O | 4 | -1.4 | 31 | 0.1
COc1ccc(OCC2c3cc(OC)c(OC)cc3CCN2C(=O)C2CCCCC2)cc1 (stereo not drawn) | -7 | -0.5 | 9 | 0.0
COc1ccc(CN(CCC(c2ccccc2)C2CCOC(C)(C)C2)C(C)=O)cc1OC (stereo not drawn) | -13 | 2.4 | 2 | -0.2
COc1cc(Nc2nc(SCC(=O)c3ccc(F)cc3)nc3ccccc23)cc(OC)c1OC | -4 | -2.3 | -10 | 0.8
COc1cc(OC)cc(-c2nnc(SCC(=O)Nc3ccccc3)s2)c1 | 7 | -4.5 | -11 | 0.1
Cc1nc2c(-c3ccc(F)cc3)c(C)nn2c(C)c1CC(=O)N1CCOCC1 | -16 | 0.2 | 1 | -0.3
CN(C)c1onc(-c2ccnc(Nc3ccc(N4CCOCC4)cc3)c2)c1-c1ccc(F)cc1 | -7 | -0.3 | 13 | -0.4
CCOc1ccccc1NC(=O)c1cc(S(=O)(=O)N(CC)c2ccccc2)ccc1F | -3 | -0.3 | -2 | -0.1
COc1ccccc1CNC(=O)C1(C)Oc2cccnc2NC1=O (stereo not drawn) | 3 | 0.5 | -11 | 0.2
CCN1CCCC1CNC(=O)CC1Oc2ccc(C)cc2NC1=O (stereo not drawn) | 4 | -0.2 | -5 | -0.1
Cc1ccc(NC(=O)Cn2cccc2)cc1Cl | 19 | 2.6 | 12 | -0.2
CC(C)NC(=O)c1c(O)c2cccc3c2n(c1=O)CCC3 | -6 | -0.5 | 18 | 0.3
Cc1ccccc1OCC(=O)Nc1cccc(N2C(=O)c3ccccc3C2=O)c1 | -19 | -0.5 | 1 | 0.0
Cc1ccc(S(=O)(=O)NCC(c2ccco2)N2CCN(c3ccccc3)CC2)cc1 (stereo not drawn) | 3 | 0.4 | 10 | -0.2
COc1ccc(C2CC(=O)C3=C(C2)Nc2ccccc2NC3c2ccc(C(C)C)cc2)cc1 (stereo not drawn) | -17 | -0.6 | 7 | 0.5
CC(=O)c1ccc(S(=O)(=O)NCc2cccnc2)cc1 | 5 | -0.8 | -5 | 0.0
Cc1ccc(NC(=O)CN2CCCCC2)cc1C | -24 | -0.1 | -3 | 0.0

Some entries already given, showing only MITF inh.
| molecule | MITF inh |
| --- | --- |
| CCc1cc(C(=O)Cc2cc3c(cc2C)OCCO3)c(O)cc1O | 31 |
| Cc1ccc(N2C(=O)CSC23C(=O)Nc2ccccc23)cc1C (stereo not drawn) | -2 |
| Cc1ccc(NC(=O)CN2CCCCC2)cc1C | -3 |
| Nc1nc2ccc3c(c2s1)CCCC3 | -20 |
| Cc1cc(C)cc(C(=O)N2CCN(c3ccccc3)CC2)c1 | -14 |
| COc1cc(Nc2nc(SCC(=O)c3ccc(F)cc3)nc3ccccc23)cc(OC)c1OC | -10 |
| Cc1ccc(-c2nnc(Nc3ccc(OC(F)(F)F)cc3)c3ccccc23)cc1S(=O)(=O)NC(C)(C)C | 25 |

Complete entries, quoted from the list. Values in the order: TEAD-YAP inh	GPR151 ag	MITF inh	FBW7 activator
CN(C)c1onc(-c2ccnc(Nc3ccc(N4CCOCC4)cc3)c2)c1-c1ccc(F)cc1 in the list: -7	-0.3	13	-0.4
COc1cc(OC)cc(-c2nnc(SCC(=O)Nc3ccccc3)s2)c1 in the list: 7	-4.5	-11	0.1

Bioassay records (PubChem BioAssay)
